Rev-erbA mod – modulators of Rev-erb alpha DNA binding, primary screen, biochemical, FITC-DNA, fluorescence polarization, uHTS; Nuclear receptor subfamily 1 group D member 1 (Homo sapiens), P20393; Rev-erbα–FITC-DNA binding, 90 min; activity, % at 10 µM; 370,000 compounds, 0.79% hits; AID 1259318, 2017;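 active = activity above about 14%, limit read from the data; passing the limit was not always enough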;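 also: 0% = DMSO wells with 35 nM protein and 100% = DMSO wells with 750 nM protein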
Target sequence (P20393 whole entry, looked up): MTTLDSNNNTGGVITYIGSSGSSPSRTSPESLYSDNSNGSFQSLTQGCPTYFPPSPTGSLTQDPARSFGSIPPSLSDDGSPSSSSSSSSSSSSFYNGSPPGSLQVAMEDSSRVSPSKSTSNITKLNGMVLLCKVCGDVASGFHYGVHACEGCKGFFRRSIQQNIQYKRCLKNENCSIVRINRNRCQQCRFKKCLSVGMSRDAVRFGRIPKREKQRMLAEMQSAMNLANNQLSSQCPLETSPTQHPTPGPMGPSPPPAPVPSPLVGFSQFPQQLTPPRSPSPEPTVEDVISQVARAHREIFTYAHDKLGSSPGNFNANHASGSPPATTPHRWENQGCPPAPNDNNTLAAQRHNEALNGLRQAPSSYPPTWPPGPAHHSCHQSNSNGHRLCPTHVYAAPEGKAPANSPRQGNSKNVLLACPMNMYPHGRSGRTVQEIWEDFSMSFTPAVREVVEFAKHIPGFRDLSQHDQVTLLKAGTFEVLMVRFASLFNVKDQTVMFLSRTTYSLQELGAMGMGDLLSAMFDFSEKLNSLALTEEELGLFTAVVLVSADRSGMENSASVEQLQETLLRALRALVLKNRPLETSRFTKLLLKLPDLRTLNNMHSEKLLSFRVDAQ
HTRA1 inhibitor – HTRA1 serine protease inhibitors, primary screen, biochemical, fluorescence polarization, HTS; Q92743; recombinant HTRA1, FP-rhodamine activity-based probe; inhibition, % at 5.96 µM; 340,000 compounds, 0.5% hits; in the data active = inhibition above about 36%;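 also: 0% = enzyme with DMSO and 100% = wells lacking enzyme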
ASAP1 inh – inhibitors of human ASAP1 ArfGAP activity, primary screen, biochemical, fluorescence polarization | 360,000 compounds, 0.19% hits | Arf-GAP with SH3 domain, ANK repeat and PH domain-containing protein 1 (Homo sapiens), … | ASAP1-stimulated ARF1 GTP hydrolysis, GDP FP detection | inhibition, % at 16.5 µM; in the data active = inhibition above about 25%;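 also: 0% = vehicle with enzyme and substrate and 100% = no enzyme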
Target sequence (Q9ULH1 325-724 limits assumed): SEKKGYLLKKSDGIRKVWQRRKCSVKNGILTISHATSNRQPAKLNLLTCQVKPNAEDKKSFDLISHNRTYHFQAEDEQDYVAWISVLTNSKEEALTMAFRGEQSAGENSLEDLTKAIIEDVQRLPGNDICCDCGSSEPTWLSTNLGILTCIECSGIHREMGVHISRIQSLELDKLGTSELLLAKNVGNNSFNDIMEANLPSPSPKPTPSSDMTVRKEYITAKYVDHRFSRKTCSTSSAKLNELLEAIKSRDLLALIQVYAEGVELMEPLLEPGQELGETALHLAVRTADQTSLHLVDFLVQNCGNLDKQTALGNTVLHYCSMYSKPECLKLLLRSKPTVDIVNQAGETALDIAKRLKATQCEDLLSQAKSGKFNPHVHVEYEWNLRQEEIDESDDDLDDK
GC-B act – human GC-B receptor activators, primary screen, HEK293 GC-B cells, cGMP TR-FRET, EC30 CNP; 370,000 compounds, 0.11% hits; 0% at EC30 CNP, 100% saturating CNP; AID 1920062, 2024; activation, % at 10 µM;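 active = activation at 10 µM reaching about 35% in either raw or pattern-adjusted values, limit read from the data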
PG9 binder – binders of HIV-1 gp120 antibody PG9, primary screen, biochemical, TR-FRET; TR-FRET gp120-PG9 antibody binding; 360,000 compounds, 0.43% hits; inhibition, % at 6.7 µM; HIV-1 gp120 / PG9 antibody interaction; in the data active = inhibition above about 8.5%
SMARCA2 act – SMARCA2 (BRM) function activators, primary screen, cell-based, luminescence, high throughput; MG213 cells, MMTV-luciferase reporter, dexamethasone, overnight; activation, % at 9.1 µM; 370,000 compounds, 1% hits; in the data active = activation above about 7.8%;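 also: 0% = vehicle wells and 100% = reference activator wells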
ARFGAP1 inh – inhibitors of rat ARFGAP1 GAP activity, primary screen, biochemical, fluorescence polarization, GDP tracer; ADP-ribosylation factor GTPase-activating protein 1 (Rattus norvegicus), Q62848; Arfgap1-stimulated ARF1 GTP hydrolysis, GDP FP detection; inhibition, % at 16.5 µM; 360,000 compounds, 0.26% hits; AID 651572, 2012;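 active = inhibition above a per-plate limit, mean inhibition of low control wells plus 3 SD, cut at about 25% in these data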;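 also: 0% = DMSO wells with enzyme and 100% = wells lacking Arfgap1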
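System: truncated rat Arfgap1 GAP domain / Medium: HEPES-based buffer, pH 7.5 / Also added: N-terminally truncated human ARF1-GTP substrate / Incubation: enzyme reaction 120 min at 25 °C after 20 min preincubation / Measured by: FP of antibody-bound GDP Alexa 633 tracer, ex 620/em 688 nm / Replicates: singlicate, each compound tested once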
rCAG RNA binder – binders of r(CAG) RNA repeats, primary screen, biochemical, fluorescence; r(CAG) RNA repeat, TO-PRO-1 dye displacement fluorescence; inhibition, % at 3 µM; 370,000 compounds, 1.3% hits;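 active = inhibition above the plate cutoff, the mean of all test compounds on that plate plus 3 SD, cut at about 35% in these data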;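 also: 0% = DMSO alone and 100% = 100 µM mitoxantrone as full dye displacement; higher means more dye released from RNA so lower well fluorescence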
GC-A act – GC-A stimulated cGMP production enhancers – HEK293 GC-A cells, cGMP TR-FRET, EC30 ANP, primary screen; 0% at EC30 ANP, 100% saturating ANP; activation, % at 10 µM; 370,000 compounds, 0.14% hits; in the data active = activation above about 40%
ABHD4 inh – ABHD4 inhibitors, primary screen, biochemical, fluorescence polarization, mouse; (Lyso)-N-acylphosphatidylethanolamine lipase (Mus musculus), Q8VD66; AID 720543, 2013; 370,000 compounds, 0.54% hits; inhibition, % at 8.92 µM; purified mABHD4, FP-Rh probe fluorescence polarization;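 active = inhibition exceeding the mean over every tested compound plus 3 SD, cut at about 30% in these data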;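 also: 0% = plate median of compound wells and 100% = S159A mutant with DMSO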
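System: mouse ABHD4 enzyme, wild type / Medium: HEPES pH 7.0, NaCl, Pluronic buffer / Reagent: FP-Rh activity-based fluorescent probe / Control set: S159A mutant high control, sample median low control / Detection: fluorescence polarization with parallel and perpendicular emission, 525/598 nm / Schedule: 45 min + 60 min at 25 °C / Compound dosing: 8.92 µM, single dose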
Active calls of the source: *; . = no result given.

molecule,Rev-erbA mod,HTRA1 inhibitor,ASAP1 inh,GC-B act,PG9 binder,SMARCA2 act,ARFGAP1 inh,rCAG RNA binder,GC-A act,ABHD4 inh
O=C(O)Cn1ccc2cc(S(=O)(=O)N3CCCCC3)ccc21,-0.3,0.4,12.7,11.0,-2.4,0.5,5.0,6.0,3.0,-0.2
Clc1ccc2c(c1)c1cc(Cl)ccc1n2CN1CCOCC1,-1.6,12.2,9.7,1.6,-1.1,3.8,11.7,16.8,-9.5,-24.1
O=C(CSC1=Nc2ccccc2C2=NC(CC(=O)NCc3ccco3)C(=O)N12)NCc1ccco1 (configuration not stated),2.4,-1.2,-1.6,-0.1,-0.8,1.0,0.5,5.6,2.5,0.0
O=C(COC(=O)Cc1c(Cl)cccc1Cl)NCC1CCCO1 (configuration not stated),-7.6,6.2,13.4,1.6,-0.3,2.0,0.1,-3.7,0.6,-8.7
COCCn1nnnc1C(c1ccccc1OC)N1CCN(c2ccccc2)CC1 (configuration not stated),-1.1,8.6,-0.6,-0.9,-1.2,0.8,-5.5,-10.9,-1.3,2.3
CC(C)(C)NC(=O)COC(=O)c1cc(Br)ccc1Cl,-3.8,-6.7,-0.5,-14.4,0.3,-3.3,-14.3,-1.6,4.7,4.2
COc1ccc(N/N=C(/N=Nc2nc(C)cc(=O)[nH]2)c2ccccc2)cc1,4.5,70.8*,-19.1,-12.7,-3.9,2.3,-2.8,8.9,-8.4,40.2*
CCc1sc2nc(SCC(=O)Nc3cc(C)on3)n(-c3cccc(OC)c3)c(=O)c2c1C,34.0*,-4.5,-19.6,4.9,7.8,-1.2,5.5,3.5,0.1,-6.2
CC(C)c1nc(N(C)S(C)(=O)=O)nc(-c2ccc(F)cc2)c1/C=C/[C@H](O)C[C@@H](O)CC(=O)O,3.1,.,.,7.2,.,5.0,.,3.1,9.1,9.4
C/C(=N\NC(=O)C(c1ccccc1)c1ccccc1)c1ccccn1,-3.7,-10.0,-14.4,7.6,-2.1,-10.5,-0.7,0.3,6.4,-1.7
C=CCNC(=O)c1ccccc1NC(=O)c1ccccc1,-2.2,-12.1,-4.8,-4.6,1.6,-2.9,-5.4,-1.5,1.8,-6.2
CCC(c1nnnn1-c1c(C)cccc1C)N1CCN(c2cccc(C(F)(F)F)n2)CC1 (configuration not stated),-3.8,.,-5.2,-3.3,-0.6,-1.7,4.2,2.7,-5.0,4.3
NC(Cc1ccc(Cl)cc1)c1csc(Nc2cc(NCCCO)ncn2)n1 (configuration not stated),0.0,.,7.3,-8.1,0.2,-2.2,4.6,12.0,-16.4,3.9
COc1ccc(CNC(=O)c2ccc(CS(=O)(=O)c3ccccc3C)o2)cc1,0.7,0.5,-12.4,2.0,1.3,-0.3,-6.8,-2.3,3.7,-4.1
Cc1ccc(-c2csc(NC(=O)c3cccc([N+](=O)[O-])c3C(=O)O)n2)cc1,6.7,-3.3,-1.6,1.5,0.1,7.0,-7.5,12.0,-11.9,4.4
COc1ccc(OCC(=O)OCC(=O)NCc2ccc(F)cc2)cc1,-2.2,-2.5,-9.8,-7.6,-3.0,-0.9,5.8,1.0,-1.8,-0.1
COc1cc(C2C(C(C)=O)=C(O)C(=O)N2c2ccc(Br)cn2)ccc1O (configuration not stated),2.4,-3.1,-2.3,-4.3,1.6,-2.3,0.6,6.2,2.1,8.1
CCOC(=O)c1c(NC(=O)Cn2nc(C(=O)O)c3ccccc3c2=O)sc(C)c1C,1.7,-8.9,1.6,0.1,-0.4,-4.4,3.1,10.1,-1.7,-5.2
O=c1[nH]cnc2cc(-c3ccccc3)sc12,1.5,-1.3,3.8,-8.2,1.3,4.3,3.2,-0.2,-5.1,-4.1
COc1cc([N+](=O)[O-])ccc1NC(=O)COC(=O)c1n[nH]c2ccccc12,2.3,-31.3,-0.6,-0.5,-0.4,-1.4,4.7,16.4,3.5,5.7
CCN(CC)S(=O)(=O)c1cccc(NC(=S)NC(=O)/C=C/c2ccc(S(=O)(=O)N3CCOCC3)cc2)c1,0.2,4.2,-1.4,3.2,-0.7,-1.5,-11.0,7.9,-2.9,-3.0
CCCc1nc2oc3c(NCCCN(C)C)ncnc3c2c2c1CCCC2,-7.2,.,2.0,-4.0,1.4,19.2*,-4.3,9.2,-5.3,1.3
CCOc1ccc(C(CC(=O)O)NC(=O)c2cccs2)cc1OC (configuration not stated),-3.6,6.8,-4.9,2.5,1.8,-0.7,10.7,-1.2,1.5,3.9
COc1cnc(SC)nc1Nc1ccc(C#N)cc1,5.9,-4.3,2.9,0.5,-0.2,-1.1,0.3,0.6,5.1,-4.2
COC(=O)C1C2C=CC3(CN(CCc4ccccc4)C(=O)C13)O2 (configuration not stated),-4.1,-0.6,-11.9,6.0,-0.3,-1.0,4.0,2.3,1.4,-0.2
Cn1c(CNC(=O)C(Cc2ccccc2)NC(=O)c2cccc(F)c2)cc(=O)n(C)c1=O (configuration not stated),-2.5,-1.7,6.1,0.2,-0.2,-1.5,9.6,-1.3,0.9,-0.3
CCOc1ccc(OCC)c(NC(=O)CN2CCN(C(=O)c3ccco3)CC2)c1,5.2,0.9,-2.7,-0.8,0.0,-2.3,-5.1,-5.9,-5.0,3.5
Cc1ccc(S(=O)(=O)N2CC3CCCC2C3)cc1 (configuration not stated),2.6,.,-0.8,4.0,0.0,-7.4,-3.7,-2.0,5.4,3.4
Cc1c(C(=O)Nc2c(N)nc(SCC(=O)NCC3CCCO3)[nH]c2=O)cccc1[N+](=O)[O-] (configuration not stated),-2.1,1.9,2.5,-2.0,1.6,0.9,2.6,0.4,1.0,-3.2
CSc1ncccc1C(=O)NCCc1ccc(S(N)(=O)=O)cc1,1.0,2.2,4.3,2.3,-0.6,-0.3,2.5,0.6,-1.4,-1.8

Ordered by count of non-hydrogen atoms (smallest number first): some entries from above.
molecule,Rev-erbA mod,HTRA1 inhibitor,ASAP1 inh,GC-B act,PG9 binder,SMARCA2 act,ARFGAP1 inh,rCAG RNA binder,GC-A act,ABHD4 inh
NC(Cc1ccc(Cl)cc1)c1csc(Nc2cc(NCCCO)ncn2)n1 (configuration not stated),0.0,.,7.3,-8.1,0.2,-2.2,4.6,12.0,-16.4,3.9
COCCn1nnnc1C(c1ccccc1OC)N1CCN(c2ccccc2)CC1 (configuration not stated),-1.1,8.6,-0.6,-0.9,-1.2,0.8,-5.5,-10.9,-1.3,2.3
CC(C)c1nc(N(C)S(C)(=O)=O)nc(-c2ccc(F)cc2)c1/C=C/[C@H](O)C[C@@H](O)CC(=O)O,3.1,.,.,7.2,.,5.0,.,3.1,9.1,9.4

(listing goes on)
molecule,Rev-erbA mod,HTRA1 inhibitor,ASAP1 inh,GC-B act,PG9 binder,SMARCA2 act,ARFGAP1 inh,rCAG RNA binder,GC-A act,ABHD4 inh
CC1CN(C(=O)c2ccccc2OCc2ccc(Cl)cc2Cl)CC(C)O1 (configuration not stated),0.9,-3.6,2.8,-11.0,1.7,-1.8,0.8,-1.6,-11.6,-3.6
CCCNC(=O)OCCC12CC3CC(CC(C3)C1)C2,5.2,-8.9,1.0,1.9,-3.9,-2.2,-1.6,-0.5,7.3,-5.6
Cc1cccc(-c2cccc3c4c([nH]c23)[C@@H]2C[C@H]3[C@@H](C(=O)N2CC4)[C@H](C)ON3C)c1,2.9,.,.,-13.1,.,-1.9,.,6.7,-2.8,6.2
O=C(CCCSc1nc(-c2ccco2)cc(C(F)(F)F)n1)Nc1ccc2c(c1)OCO2,-1.6,-23.1,2.1,4.1,-0.4,-0.7,17.3,5.8,-2.5,-14.1
CC(C)(Oc1ccc(Cl)cc1)C(=O)OCC(=O)N1CCN(c2ccccc2)CC1,6.7,-6.4,11.1,-1.2,-0.2,-0.1,3.7,-5.9,0.2,3.2
Cc1nnc(NC(=O)c2nc(S(=O)(=O)Cc3ccccc3)ncc2Cl)s1,4.0,3.1,9.2,-1.3,-0.8,-8.9,6.7,3.9,2.6,-1.4
COc1ccc(OC)c(S(=O)(=O)NCCC2=CCCCC2)c1,-1.1,3.6,4.6,-1.7,-1.7,0.8,-13.6,-1.6,-6.3,-1.4
O=C1NCCNC(=O)c2ccccc2OCCOc2ccccc21,-0.8,-6.5,6.4,-2.9,-4.1,2.4,7.7,3.6,-0.5,-2.1
CCOC(=O)c1c(-c2ccc(C)o2)csc1NC(=O)COC(=O)c1ccc(NC(N)=O)cc1,4.2,-111.6,13.9,-6.1,8.1,-2.1,6.6,16.4,-3.4,-65.8
COc1ccc(C2=NN(C(=O)CCC(=O)O)C(c3ccc(F)cc3)C2)cc1 (configuration not stated),-2.1,-0.4,9.5,-3.8,-0.8,-0.9,-12.9,6.3,-2.9,-0.8
O=C(Cc1ccc(F)cc1)NC1CCCCCC1,5.3,5.3,-4.4,0.5,-0.9,-1.1,7.3,-3.0,-5.5,-7.2
CC1=C(C(=O)N(C)Cc2ccccc2)C2(CCC(C)CC2)OC1=O (configuration not stated),-0.9,-5.7,-13.0,1.0,-0.4,-1.9,-3.1,0.3,-1.7,5.2
C=CCn1c(=NC(=O)c2cccs2)sc2cc(NC(C)=O)ccc21,31.9*,-0.8,21.7,-3.1,10.5*,0.3,2.4,-0.2,13.3,-3.5
CC1CC(C)CN(C(=O)COC(=O)c2ccc3c(c2)OCO3)C1 (configuration not stated),-5.4,0.0,7.1,3.5,-1.4,3.7,20.4,-0.4,0.9,2.4
Cc1cc(C)c(S(=O)(=O)Nc2ccc(N(C)C)cc2)c(C)c1-n1cnnn1,3.0,-3.5,3.4,-4.4,-4.5,-2.5,9.4,5.9,-2.2,6.2
Cc1ccc(S(=O)(=O)c2c(C)nn(C(C)(C)C)c2OC(=O)c2ccc(Br)o2)cc1,4.6,-39.0,-6.7,-8.5,1.1,-3.5,2.3,-2.4,4.6,-3.3
CSc1nsc(SC)c1C(=O)N1CCN(S(=O)(=O)c2ccc(C)cc2)C1C (configuration not stated),0.8,-5.7,-1.2,-12.9,1.9,2.2,-2.4,-0.2,-6.0,3.7
O=C(Nc1ccc2c(c1)OCCO2)c1cccnc1,2.6,3.4,3.9,1.9,-0.2,0.8,3.7,-0.8,1.1,1.8
O=S(=O)(N=S(N1CCCCC1)N1CCCCC1)c1ccccc1,-3.4,2.3,-7.8,-3.2,-0.9,2.9,-3.3,-6.1,0.1,0.9
Cc1onc(-c2c(F)cccc2Cl)c1C(=O)NNC(=O)C1CCN(Cc2ccccc2)CC1,-3.3,-1.3,2.3,3.9,-0.6,-2.4,14.2,-4.2,3.8,1.5

Screening results deposited in PubChem by several laboratories.
